Assay outcomes from PubChem.
LEDGF integ inh = blocks HIV-1 LEDGF/p75-dependent DNA integration. TR-FRET IN-LEDGF/p75 DNA integration, Eu/Cy5. inhibition, % at 3.7 µM. hit rate 0.64% among 370,000. AID 743269;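 active = inhibition above the screen-wide mean plus 3 SD, cut at about 13% in these data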;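 note: signal is the Cy5 over europium emission ratio at 671 and 618 nm; 0% = plate median of compound wells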
ADAM17 inh = inhibits human ADAM17. recombinant ADAM17, EDANS/DABCYL FRET peptide cleavage. P78536. inhibition, % at 6.95 µM. hit rate 0.83% among 370,000;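 active = inhibition above the mean of compounds lying between control limits plus 3 SD, set per campaign, cut at about 8.5% in these data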;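 note: 0% = DMSO-only wells as the low control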
Tn7 DDE FP = inhibitors of Tn7 peptide binding to human fibrin DD(E). P02675. FP displacement of FITC-Tn7 peptide from fibrin DD(E); 0% = median of compound wells per plate. inhibition, % at 8.3 µM. hit rate 0.13% among 370,000. AID 720508;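 active = inhibition above the mean of compounds falling within the control limits plus 3 SD of them, cut at about 14% in these data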;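 note: 0% = plate median of compound wells and 100% = 10 µM Aha-Tn7 peptide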
Target sequence (P02675 whole entry, looked up): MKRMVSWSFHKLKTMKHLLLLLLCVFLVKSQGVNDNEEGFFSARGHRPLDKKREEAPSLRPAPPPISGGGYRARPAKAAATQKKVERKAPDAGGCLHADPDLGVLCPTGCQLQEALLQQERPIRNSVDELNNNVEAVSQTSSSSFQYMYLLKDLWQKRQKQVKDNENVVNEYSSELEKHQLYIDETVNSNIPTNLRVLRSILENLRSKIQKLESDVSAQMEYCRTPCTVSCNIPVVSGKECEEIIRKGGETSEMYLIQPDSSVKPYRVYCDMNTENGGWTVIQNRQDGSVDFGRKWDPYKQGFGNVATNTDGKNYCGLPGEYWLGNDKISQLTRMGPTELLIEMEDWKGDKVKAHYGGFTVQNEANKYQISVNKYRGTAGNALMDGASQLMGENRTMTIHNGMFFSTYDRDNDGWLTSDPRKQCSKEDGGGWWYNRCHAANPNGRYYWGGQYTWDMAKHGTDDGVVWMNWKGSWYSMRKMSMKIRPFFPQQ
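Assay system: human fibrin DD(E). Input: DD(E) 2 µM final. Medium: Tris buffer with calcium and detergent, pH 7.8. Compound dosing: single point at 8.3 µM. Timing: 10 min plus 3 h, room temperature. Technique: fluorescence polarization of the labelled Tn7 tracer. Read-out: percent inhibition. Replicates: singlicate testing.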
ADAM10 inh = inhibitors of human ADAM10. O14672. recombinant ADAM10, EDANS/DABCYL FRET peptide cleavage, 3 h. inhibition, % at 7 µM. hit rate 0.62% among 370,000. AID 720582;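 active = inhibition above a per-campaign cutoff equal to the mean of compounds falling between control-based bounds plus 3 SD, cut at about 20% in these data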;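 note: 0% = DMSO wells while the 100% control is not disclosed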
Target sequence (O14672 214-748 limits assumed): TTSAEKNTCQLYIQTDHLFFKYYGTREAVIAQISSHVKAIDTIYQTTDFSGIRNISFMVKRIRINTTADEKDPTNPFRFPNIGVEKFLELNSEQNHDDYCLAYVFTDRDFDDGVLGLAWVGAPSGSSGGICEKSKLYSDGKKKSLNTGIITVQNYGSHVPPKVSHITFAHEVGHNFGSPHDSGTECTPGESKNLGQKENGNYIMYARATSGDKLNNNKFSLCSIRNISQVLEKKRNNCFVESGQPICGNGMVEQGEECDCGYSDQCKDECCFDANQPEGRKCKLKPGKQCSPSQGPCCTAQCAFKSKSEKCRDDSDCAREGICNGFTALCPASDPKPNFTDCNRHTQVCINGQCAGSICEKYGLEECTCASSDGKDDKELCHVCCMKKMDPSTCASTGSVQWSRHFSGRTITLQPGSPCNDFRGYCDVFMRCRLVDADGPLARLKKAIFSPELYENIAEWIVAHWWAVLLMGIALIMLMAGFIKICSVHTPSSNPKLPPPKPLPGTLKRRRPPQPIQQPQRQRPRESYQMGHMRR
TDP2 inh = blocks human TDP2 phosphodiesterase activity. hit rate 0.34% among 370,000. recombinant TDP2, T5PNP hydrolysis, p-nitrophenol absorbance 415 nm. O95551. inhibition, % at 12.8 µM;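 active = inhibition above the mean of all tested compounds plus 3 SD, set per campaign, cut at about 25% in these data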;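 note: 0% = DMSO with enzyme and 100% = buffer with substrate but no TDP2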
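System – recombinant human TDP2 · Amount – 120 nM TDP2 per well · Buffer or medium – Mg2+-containing Tris-HCl buffer, pH 7.5 · Reagent – T5PNP substrate, 5 mM · Dosing – 12.8 µM single point, 1% DMSO · Incubation – 2 h at 37 °C · Measured by – epi absorbance · Read-out basis – percent inhibition · Benchmarks – high control without enzyme, low control DMSO plus TDP2 · Repeats – singlicate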
ARFGAP1 inhibitor = inhibits rat ARF GTPase activating protein 1; Q62848; Arfgap1-stimulated ARF1 GTP hydrolysis, GDP FP detection; inhibition, % at 16.5 µM; hit rate 0.26% among 360,000; AID 651572;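 active = inhibition above a per-plate limit, mean inhibition of low control wells plus 3 SD, cut at about 25% in these data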;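 note: 0% = DMSO wells with enzyme and 100% = wells lacking Arfgap1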
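System: truncated rat Arfgap1 GAP domain / Medium: HEPES-based buffer, pH 7.5 / Also added: N-terminally truncated human ARF1-GTP substrate / Incubation: enzyme reaction 120 min at 25 °C after 20 min preincubation / Measured by: FP of antibody-bound GDP Alexa 633 tracer, ex 620/em 688 nm / Replicates: singlicate, each compound tested once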
ASAP1 inh = ASAP1 ArfGAP inhibition | inhibition, % at 16.5 µM | ASAP1-stimulated ARF1 GTP hydrolysis, GDP FP detection | AID 624377 | hit rate 0.19% among 360,000; in the data active = inhibition above about 25%;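 note: 0% = vehicle with enzyme and substrate and 100% = no enzyme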
proKLK7 act = proKLK7 (human) activation, primary screen; activation, % at 7 µM; purified proKLK7, EDANS-DABCYL substrate fluorescence; 100% is mature enzyme control, 0% vehicle; hit rate 0.9% among 370,000; P49862;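 active = activation above the mean of all tested compounds plus 3 SD, computed per campaign excluding outliers beyond control limits, cut at about 13% in these data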
PLC-gamma1 inh = blocks human PLC-gamma1 enzyme activity; AID 720700; inhibition, % at 12.2 µM; hit rate 0.84% among 370,000; purified PLC-gamma1, fluorogenic substrate, fluorescence; P19174; in the data active = inhibition above about 9.5%
DDE Tn6 FP inh = inhibitors of Tn6 peptide binding to human fibrin DD(E); P02675; Fibrin DD(E) TRITC-Tn6 fluorescence polarization displacement; inhibition, % at 8.3 µM; hit rate 0.21% among 370,000;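 active = inhibition above a per-campaign cutoff: mean of compounds within control limits plus 3 SD, cut at about 15% in these data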;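 note: 0% = median of all compound wells on the plate and 100% = blocking peptide control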
An asterisk follows results filed as active.

Cn1c2c(c(=O)n(C)c1=O)C(c1ccccc1OC(F)F)C1=C(CCCC1=O)N2 (stereo unspecified) was read as LEDGF integ inh 1, ADAM17 inh -120, Tn7 DDE FP -5, ADAM10 inh -493, TDP2 inh 4, ARFGAP1 inhibitor -3, ASAP1 inh -5, proKLK7 act 11, PLC-gamma1 inh -369 and DDE Tn6 FP inh -6.
`COCCN=c1scc(C)n1/N=C/C1CC2C=CC1C2` (stereo unspecified) gave LEDGF integ inh -2, ADAM17 inh -1, Tn7 DDE FP 2, ADAM10 inh 1, TDP2 inh 0, ARFGAP1 inhibitor 2, ASAP1 inh -2, proKLK7 act -0.2, PLC-gamma1 inh -1 and DDE Tn6 FP inh 4.
Screening NS(=O)(=O)c1cccc(NC(=O)CCN2C(=O)C3CCCCC3C2=O)c1 (stereo unspecified) returned LEDGF integ inh 0, ADAM17 inh -6, Tn7 DDE FP -2, ADAM10 inh -5, TDP2 inh -4, ARFGAP1 inhibitor -2, ASAP1 inh -1, proKLK7 act -0.2, PLC-gamma1 inh 0 and DDE Tn6 FP inh -8.
Screening CS(=O)(=O)N(CC(=O)N1CCc2ccccc2C1)Cc1ccccc1 returned LEDGF integ inh 0, ADAM17 inh 0, Tn7 DDE FP 7, ADAM10 inh -7, TDP2 inh 4, ARFGAP1 inhibitor 12, ASAP1 inh 9, proKLK7 act -0.1, PLC-gamma1 inh 0 and DDE Tn6 FP inh -4.
For CCCCNC(=O)CCCCCNS(=O)(=O)c1ccc(Br)cc1 the results were LEDGF integ inh 6, ADAM17 inh -4, Tn7 DDE FP 0, ADAM10 inh 10, TDP2 inh -5, ARFGAP1 inhibitor 4, ASAP1 inh -4, proKLK7 act 0.3, PLC-gamma1 inh 6 and DDE Tn6 FP inh -2.
Screening Cc1cc(Nc2ccc(C)c(C)c2)n2nc(C)nc2n1 returned LEDGF integ inh 1, ADAM17 inh 0, Tn7 DDE FP -4, ADAM10 inh -2, TDP2 inh 0, ARFGAP1 inhibitor -1, ASAP1 inh 7, proKLK7 act 0.6, PLC-gamma1 inh -1 and DDE Tn6 FP inh -6.
Screening CC(C)C(OC(=O)CN1C(=O)c2ccccc2C1=O)C(=O)NC1CCCCC1 (stereo unspecified) returned LEDGF integ inh -3, ADAM17 inh -6, Tn7 DDE FP 7, ADAM10 inh -1, TDP2 inh 7, ARFGAP1 inhibitor 5, ASAP1 inh -5, proKLK7 act -0.2, PLC-gamma1 inh 2 and DDE Tn6 FP inh -3.
`O=C(O)c1ccc(N2C(=O)c3cccc4cccc(c34)C2=O)cc1` gave LEDGF integ inh -3, ADAM17 inh -32, Tn7 DDE FP 1, ADAM10 inh -80, TDP2 inh 13, ARFGAP1 inhibitor -4, ASAP1 inh 24, proKLK7 act 1.0, PLC-gamma1 inh -16 and DDE Tn6 FP inh 0.
CC(C)=CCCC(C)=CCN1C(=O)CN(C)C1=O was read as LEDGF integ inh -1, ADAM17 inh -1, Tn7 DDE FP 2, ADAM10 inh -4, TDP2 inh -9, ARFGAP1 inhibitor 9, ASAP1 inh -18, proKLK7 act 0.2, PLC-gamma1 inh -2 and DDE Tn6 FP inh 0.
`COC(=O)c1ccc(OCC(=O)c2ccccc2)cc1` gave LEDGF integ inh 11, ADAM17 inh -1, Tn7 DDE FP -8, ADAM10 inh 3, TDP2 inh 13, ARFGAP1 inhibitor -1, ASAP1 inh 8, proKLK7 act -0.1, PLC-gamma1 inh 2 and DDE Tn6 FP inh -1.
CCCn1nc(NC(C)=O)c2cc3cccc(C)c3nc21 was read as LEDGF integ inh -3, ADAM17 inh -36, Tn7 DDE FP 9, ADAM10 inh -71, TDP2 inh -3, ARFGAP1 inhibitor 5, ASAP1 inh 3, proKLK7 act 0.4, PLC-gamma1 inh -393 and DDE Tn6 FP inh 6.
For CCc1ccc(/C=C2/Sc3ccccc3N(CC(=O)NCC3CCCO3)C2=O)cc1 (stereo unspecified) the results were LEDGF integ inh -5, ADAM17 inh 8.8*, Tn7 DDE FP 4, ADAM10 inh 8, TDP2 inh -11, ARFGAP1 inhibitor 7, ASAP1 inh 13, proKLK7 act -0.7, PLC-gamma1 inh -24 and DDE Tn6 FP inh -8.

Structures shown so far that contain a halogen, in the order listed:
Cn1c2c(c(=O)n(C)c1=O)C(c1ccccc1OC(F)F)C1=C(CCCC1=O)N2 (stereo unspecified) was read as LEDGF integ inh 1, ADAM17 inh -120, Tn7 DDE FP -5, ADAM10 inh -493, TDP2 inh 4, ARFGAP1 inhibitor -3, ASAP1 inh -5, proKLK7 act 11, PLC-gamma1 inh -369 and DDE Tn6 FP inh -6.
For CCCCNC(=O)CCCCCNS(=O)(=O)c1ccc(Br)cc1 the results were LEDGF integ inh 6, ADAM17 inh -4, Tn7 DDE FP 0, ADAM10 inh 10, TDP2 inh -5, ARFGAP1 inhibitor 4, ASAP1 inh -4, proKLK7 act 0.3, PLC-gamma1 inh 6 and DDE Tn6 FP inh -2.

Other structures follow.
`Cc1cccc(CCNC(=O)CCS(=O)(=O)c2cc3c(cc2C)NC(=O)CO3)c1` gave LEDGF integ inh 2, ADAM17 inh -7, Tn7 DDE FP 0, ADAM10 inh -12, TDP2 inh -11, ARFGAP1 inhibitor 17, ASAP1 inh 14, proKLK7 act -0.8, PLC-gamma1 inh 2 and DDE Tn6 FP inh -9.
`OC[C@H]1OC(O)[C@H](O)[C@@H](O)[C@H]1O` (stereo partly specified) gave LEDGF integ inh 5, ADAM17 inh -1, Tn7 DDE FP -4, ADAM10 inh 6, TDP2 inh -21, ARFGAP1 inhibitor -3, ASAP1 inh 0, proKLK7 act 0.0, PLC-gamma1 inh -2 and DDE Tn6 FP inh -3.
`CCCCn1c(SCC(=O)OCC)nc2c1c(=O)[nH]c(=O)n2C` gave LEDGF integ inh 0, ADAM17 inh -5, Tn7 DDE FP 2, ADAM10 inh -13, TDP2 inh -2, ARFGAP1 inhibitor -3, ASAP1 inh -7, proKLK7 act -0.2, PLC-gamma1 inh -4 and DDE Tn6 FP inh 2.
`Cc1ccc([N+](=O)[O-])cc1S(=O)(=O)NCCc1cn2ccccc2n1` gave LEDGF integ inh -3, ADAM17 inh -5, Tn7 DDE FP -4, ADAM10 inh -5, TDP2 inh 7, ARFGAP1 inhibitor -6, ASAP1 inh -4, proKLK7 act 0.1, PLC-gamma1 inh 2 and DDE Tn6 FP inh -2.
For CCOc1ccc(N2C(=O)CN=C2Nc2ccccc2F)cc1 the results were LEDGF integ inh -4, ADAM17 inh -1, Tn7 DDE FP 7, ADAM10 inh -6, TDP2 inh -7, ARFGAP1 inhibitor 1, ASAP1 inh -4, proKLK7 act -0.1, PLC-gamma1 inh -1 and DDE Tn6 FP inh 0.
For CCOC(=O)COc1ccc(S(=O)(=O)NCC2CCCO2)cc1 (stereo unspecified) the results were LEDGF integ inh -1, ADAM17 inh -7, Tn7 DDE FP 0, ADAM10 inh 2, TDP2 inh -1, ARFGAP1 inhibitor 15, ASAP1 inh -4, proKLK7 act 0.2, PLC-gamma1 inh -2 and DDE Tn6 FP inh -2.
`O=C(CCCN1C(=O)c2ccccc2C1=O)Nc1cccc(S(=O)(=O)NC2=NCCC2)c1` gave LEDGF integ inh -3, ADAM17 inh -3, Tn7 DDE FP -1, ADAM10 inh -1, TDP2 inh 9, ARFGAP1 inhibitor 5, ASAP1 inh -1, proKLK7 act 0.0, PLC-gamma1 inh 0 and DDE Tn6 FP inh 7.
COc1cc(/C=C(\C#N)C(=O)NCC2CCCO2)ccc1OC(C)C (stereo unspecified) was read as LEDGF integ inh -2, ADAM17 inh -2, Tn7 DDE FP 0, ADAM10 inh -5, TDP2 inh 0, ARFGAP1 inhibitor -1, ASAP1 inh 12, proKLK7 act -0.3, PLC-gamma1 inh 2 and DDE Tn6 FP inh -1.
Screening OC1CCN(c2c3c(nc4cc(-c5ccc(Cl)cc5)nn24)CCC3)CC1 returned LEDGF integ inh 2, ADAM17 inh -2, Tn7 DDE FP 0, ADAM10 inh -13, TDP2 inh 8, ARFGAP1 inhibitor -2, ASAP1 inh 5, proKLK7 act 0.3, PLC-gamma1 inh -24 and DDE Tn6 FP inh 2.
CCN1CCN(CCCNC(=O)c2ccccc2NC(=O)C2=C(C)OCCS2)CC1 was read as LEDGF integ inh 1, ADAM17 inh 0, Tn7 DDE FP 2, ADAM10 inh -3, TDP2 inh 0, ARFGAP1 inhibitor -7, ASAP1 inh -10, proKLK7 act 0.4, PLC-gamma1 inh 0 and DDE Tn6 FP inh 1.
`COc1ccccc1C(CNC(=O)C1CCN(C(=O)Nc2ccccc2)CC1)N1CCCC1` (stereo unspecified) gave LEDGF integ inh 4, ADAM17 inh -7, Tn7 DDE FP 2, ADAM10 inh -2, TDP2 inh -5, ARFGAP1 inhibitor 17, ASAP1 inh 1, proKLK7 act 0.2, PLC-gamma1 inh 4 and DDE Tn6 FP inh 2.
For C/C(=N\NC(=O)c1cccc(F)c1)c1cccc(NC(=O)c2ccc(F)cc2)c1 the results were LEDGF integ inh 2, ADAM17 inh 1, Tn7 DDE FP 6, ADAM10 inh -2, TDP2 inh -1, ARFGAP1 inhibitor 5, ASAP1 inh -5, proKLK7 act -0.3, PLC-gamma1 inh 0 and DDE Tn6 FP inh 6.
For CCn1c(-c2cc(Br)cc(OC)c2O)nc2cc(S(=O)(=O)N(C)C)ccc21 the results were LEDGF integ inh 2, ADAM17 inh 2, Tn7 DDE FP -5, ADAM10 inh 8, TDP2 inh 4, ARFGAP1 inhibitor -14, ASAP1 inh -5, proKLK7 act -0.9, PLC-gamma1 inh -42 and DDE Tn6 FP inh -5.
`Cc1nc(CC(=O)O)c(-c2ccccc2)s1` gave LEDGF integ inh 2, ADAM17 inh -2, Tn7 DDE FP -11, ADAM10 inh 0, TDP2 inh -1, ARFGAP1 inhibitor 7, ASAP1 inh -3, proKLK7 act -0.3, PLC-gamma1 inh 5 and DDE Tn6 FP inh -8.
`O=C1C2C3C=CC(CC3)C2C(=O)N1c1ccccc1[N+](=O)[O-]` (stereo unspecified) gave LEDGF integ inh -4, ADAM17 inh -3, Tn7 DDE FP 4, ADAM10 inh -5, TDP2 inh 2, ARFGAP1 inhibitor -2, ASAP1 inh -7, proKLK7 act 0.4, PLC-gamma1 inh 0 and DDE Tn6 FP inh 2.
`Cc1c(NC(=O)COC(=O)CSc2ccc(C(N)=O)cc2[N+](=O)[O-])c(=O)n(-c2ccccc2)n1C` gave LEDGF integ inh 0, ADAM17 inh -2, Tn7 DDE FP -5, ADAM10 inh -4, TDP2 inh 15, ARFGAP1 inhibitor -2, ASAP1 inh 6, proKLK7 act 0.1, PLC-gamma1 inh -6 and DDE Tn6 FP inh 2.
